# High-throughput results: PubChem BioAssay, Broad Institute
# NSD2 inh = blocks human NSD2 histone methyltransferase activity. NSD2-SET H3K36me1 DELFIA fluorescence, biochemical. inhibition, % at 12.5 µM. 44,000 tested, 0.07% active. AID 624260; in the data active = inhibition above about 54%, passing the limit was not always enough;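 note: inhibitors reduce the monomethyl H3K36 fluorescence signal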
# Target sequence (O96028 whole entry, looked up): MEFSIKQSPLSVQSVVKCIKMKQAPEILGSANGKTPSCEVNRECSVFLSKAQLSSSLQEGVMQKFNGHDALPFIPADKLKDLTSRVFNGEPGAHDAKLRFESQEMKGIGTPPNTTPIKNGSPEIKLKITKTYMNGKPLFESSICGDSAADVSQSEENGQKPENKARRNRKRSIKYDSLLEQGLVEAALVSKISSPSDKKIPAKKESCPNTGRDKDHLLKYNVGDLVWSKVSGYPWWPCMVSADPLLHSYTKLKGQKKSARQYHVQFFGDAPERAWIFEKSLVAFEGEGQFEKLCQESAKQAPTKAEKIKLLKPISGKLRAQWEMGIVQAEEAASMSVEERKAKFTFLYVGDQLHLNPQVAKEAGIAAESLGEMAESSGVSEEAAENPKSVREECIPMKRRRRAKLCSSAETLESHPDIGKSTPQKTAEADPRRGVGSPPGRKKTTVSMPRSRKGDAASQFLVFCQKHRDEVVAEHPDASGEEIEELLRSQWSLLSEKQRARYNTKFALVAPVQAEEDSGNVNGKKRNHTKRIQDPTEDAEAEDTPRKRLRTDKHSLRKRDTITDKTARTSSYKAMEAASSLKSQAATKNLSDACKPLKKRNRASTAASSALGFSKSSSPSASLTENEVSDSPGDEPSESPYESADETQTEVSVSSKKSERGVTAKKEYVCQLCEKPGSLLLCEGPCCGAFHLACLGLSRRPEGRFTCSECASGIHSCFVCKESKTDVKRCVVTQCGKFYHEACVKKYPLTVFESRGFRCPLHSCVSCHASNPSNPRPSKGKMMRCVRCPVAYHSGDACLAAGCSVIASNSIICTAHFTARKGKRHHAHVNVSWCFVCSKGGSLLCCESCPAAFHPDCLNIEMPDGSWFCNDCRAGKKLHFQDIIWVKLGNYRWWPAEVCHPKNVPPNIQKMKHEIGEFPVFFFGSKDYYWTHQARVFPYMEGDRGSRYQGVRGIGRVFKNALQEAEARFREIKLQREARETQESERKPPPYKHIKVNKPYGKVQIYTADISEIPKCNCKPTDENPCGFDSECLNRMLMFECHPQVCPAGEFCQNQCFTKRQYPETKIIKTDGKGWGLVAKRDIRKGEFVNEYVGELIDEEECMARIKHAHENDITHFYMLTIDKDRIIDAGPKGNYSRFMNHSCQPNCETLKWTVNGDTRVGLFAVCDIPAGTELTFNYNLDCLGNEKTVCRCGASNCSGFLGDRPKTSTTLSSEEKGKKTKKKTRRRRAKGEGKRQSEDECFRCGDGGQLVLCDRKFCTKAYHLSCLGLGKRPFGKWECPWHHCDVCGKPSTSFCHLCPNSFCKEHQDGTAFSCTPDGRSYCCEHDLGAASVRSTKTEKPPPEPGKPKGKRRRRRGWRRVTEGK
# * marks the source's active call; other numbers are inactive results.
no. | NSD2 inh | canonical_smiles
1 | 7 | Cc1ccccc1-c1ccc2c(c1)O[C@H](CN(C)Cc1ccncc1)[C@@H](C)CN([C@H](C)CO)S2(=O)=O
2 | -3 | COc1ccc(NC(=O)N(C)C[C@H]2Oc3ccc(NS(C)(=O)=O)cc3C(=O)N([C@H](C)CO)C[C@H]2C)cc1
3 | 2 | C[C@@H]1CN([C@H](C)CO)C(=O)c2cccc(NC(=O)C3CCOCC3)c2O[C@H]1CN(C)S(C)(=O)=O
4 | -3 | C[C@H]1CN([C@@H](C)CO)C(=O)Cc2cc(NS(=O)(=O)c3cccs3)ccc2O[C@@H]1CN(C)Cc1ccc(C(=O)Nc2ccccc2N)cc1
5 | -4 | C[C@@H]1CN([C@@H](C)CO)C(=O)Cc2cc(NC(=O)Nc3ccc4c(c3)OCO4)ccc2O[C@H]1CN(C)Cc1ccc(C(F)(F)F)cc1
6 | 1 | COc1ccc(S(=O)(=O)Nc2ccc3c(c2)C(=O)N([C@@H](C)CO)C[C@@H](C)[C@@H](CN(C)C(=O)Nc2c(C)noc2C)OCCCC[C@H](C)O3)cc1
7 | 1 | C[C@@H]1CN([C@H](C)CO)C(=O)c2cc(NS(=O)(=O)c3cn(C)cn3)ccc2O[C@@H]1CN(C)Cc1ccc(Oc2ccccc2)cc1
8 | -14 | Cc1noc(C)c1NC(=O)Nc1ccc2c(c1)CC(=O)N([C@H](C)CO)C[C@H](C)[C@@H](CN(C)C)O2
9 | -4 | C[C@@H]1CN([C@@H](C)CO)C(=O)c2cc(NC(=O)C3CCCCC3)ccc2O[C@@H](C)CCCCO[C@@H]1CN(C)Cc1ccc(C(F)(F)F)cc1
10 | 6 | COc1ccc(NC(=O)Nc2ccc3c(c2)C(=O)N([C@@H](C)CO)C[C@H](C)[C@H](CN(C)S(=O)(=O)c2ccc(C)cc2)OCCCC[C@H](C)O3)cc1
11 | 4 | C[C@H](CO)N1C[C@H](C)[C@@H](CN(C)C(=O)Nc2ccc(C(F)(F)F)cc2)OCc2cn(nn2)CCCC1=O
12 | -1 | C[C@@H]1CCCCO[C@@H](CN(C)S(C)(=O)=O)[C@@H](C)CN([C@H](C)CO)C(=O)c2cc(NS(=O)(=O)c3ccccc3)ccc2O1

# Filtered by structure: those above containing a CF3 group (three)
no. | NSD2 inh | canonical_smiles
5 | -4 | C[C@@H]1CN([C@@H](C)CO)C(=O)Cc2cc(NC(=O)Nc3ccc4c(c3)OCO4)ccc2O[C@H]1CN(C)Cc1ccc(C(F)(F)F)cc1
9 | -4 | C[C@@H]1CN([C@@H](C)CO)C(=O)c2cc(NC(=O)C3CCCCC3)ccc2O[C@@H](C)CCCCO[C@@H]1CN(C)Cc1ccc(C(F)(F)F)cc1
11 | 4 | C[C@H](CO)N1C[C@H](C)[C@@H](CN(C)C(=O)Nc2ccc(C(F)(F)F)cc2)OCc2cn(nn2)CCCC1=O

# Following part
no. | NSD2 inh | canonical_smiles
13 | -3 | Cc1ccc(-c2cnc3c(c2)C(=O)N([C@@H](C)CO)C[C@@H](C)[C@H](CN(C)C)O3)cc1
14 | 3 | CC(C)(C)OC(=O)CC[C@@]12N=C(c3ccc(OCCCO)cc3)O[C@@H]1c1ccccc1N(CCS(=O)(=O)c1ccccc1)C2=O
15 | 0 | COc1cccc(OC)c1/C=N/NC(=O)c1cccc(C(=O)NO)c1
16 | 4 | COc1ccc(S(=O)(=O)Nc2ccc3c(c2)C(=O)N([C@@H](C)CO)C[C@@H](C)[C@@H](CN(C)S(=O)(=O)c2ccc(F)cc2)O3)cc1
17 | -1 | COc1ccc(S(=O)(=O)Nc2ccc3c(c2)CC(=O)N([C@H](C)CO)C[C@H](C)[C@@H](CN(C)Cc2ccc(C(=O)O)cc2)O3)cc1
18 | -12 | CC(C)NC(=O)N(C)C[C@@H]1OCCCC[C@@H](C)Oc2ccc(NC(=O)Nc3ccc4c(c3)OCO4)cc2C(=O)N([C@@H](C)CO)C[C@H]1C
19 | -3 | CCCNC(=O)[C@@H]1c2ccccc2C(=O)N(Cc2ccccc2OC)[C@H]1c1ccc(CO)cc1
20 | 2 | C[C@H]1CN([C@@H](C)CO)C(=O)c2cc(NC(=O)CCN3CCOCC3)ccc2O[C@@H]1CN(C)Cc1ccc(Cl)c(Cl)c1
21 | -3 | CCCC#Cc1ccc2c(c1)O[C@@H](CN(C)C(=O)c1cnccn1)[C@H](C)CN([C@@H](C)CO)S2(=O)=O
22 | 5 | CCC(=O)N(C)C[C@@H]1Oc2cc(C#Cc3cccnc3)ccc2S(=O)(=O)N([C@H](C)CO)C[C@@H]1C
23 | 42 | CC1(C)CC[C@]2(C(=O)O[C@@H]3O[C@H](CO)[C@@H](O)[C@H](O)[C@H]3O)CC[C@]3(C)C(=CCC4[C@@]5(C)CC[C@H](O[C@@H]6O[C@H](C(=O)O)[C@@H](O)[C@H](O)[C@H]6O)C(C)(C)C5CC[C@]43C)C2C1 (some centres undefined)
24 | -3 | CCCNC(=O)N(C)C[C@H]1Oc2cc(C#CCC(C)C)ccc2S(=O)(=O)N([C@@H](C)CO)C[C@@H]1C

# Ordered by value in NSD2 inh (highest first): 4 from the list above
no. | NSD2 inh | canonical_smiles
23 | 42 | CC1(C)CC[C@]2(C(=O)O[C@@H]3O[C@H](CO)[C@@H](O)[C@H](O)[C@H]3O)CC[C@]3(C)C(=CCC4[C@@]5(C)CC[C@H](O[C@@H]6O[C@H](C(=O)O)[C@@H](O)[C@H](O)[C@H]6O)C(C)(C)C5CC[C@]43C)C2C1 (some centres undefined)
20 | 2 | C[C@H]1CN([C@@H](C)CO)C(=O)c2cc(NC(=O)CCN3CCOCC3)ccc2O[C@@H]1CN(C)Cc1ccc(Cl)c(Cl)c1
17 | -1 | COc1ccc(S(=O)(=O)Nc2ccc3c(c2)CC(=O)N([C@H](C)CO)C[C@H](C)[C@@H](CN(C)Cc2ccc(C(=O)O)cc2)O3)cc1
24 | -3 | CCCNC(=O)N(C)C[C@H]1Oc2cc(C#CCC(C)C)ccc2S(=O)(=O)N([C@@H](C)CO)C[C@@H]1C

# Carrying on.
no. | NSD2 inh | canonical_smiles
25 | 9 | Cc1noc(C)c1NC(=O)Nc1ccc2c(c1)CC(=O)N([C@@H](C)CO)C[C@H](C)[C@H](CN(C)Cc1ccncc1)O2
26 | -10 | COc1ccc(S(=O)(=O)Nc2ccc3c(c2)C(=O)N([C@H](C)CO)C[C@@H](C)[C@@H](CN(C)Cc2ccc(Cl)c(Cl)c2)O3)cc1
27 | -4 | Nc1nc(Cl)nc2c1ncn2C1C[C@@H](O)C(CO)O1 (some centres undefined)
28 | -87 | Cc1noc(C)c1S(=O)(=O)Nc1ccc2c(c1)CC(=O)N([C@@H](C)CO)C[C@@H](C)[C@H](CN(C)C)O2
29 | 2 | COCC#Cc1cnc2c(c1)C(=O)N([C@H](C)CO)C[C@H](C)[C@@H](CN(C)C(=O)c1ccc(F)cc1)O2
30 | -2 | Cc1noc(C)c1NC(=O)Nc1cccc2c1O[C@H](CN(C)Cc1ccc(Cl)c(Cl)c1)[C@H](C)CN([C@H](C)CO)C2=O
31 | 2 | O=C(C[C@H]1CC[C@H](NS(=O)(=O)c2ccccc2)[C@H](CO)O1)NCCN1CCCCC1
32 | 1 | NC(=O)[C@@H]1[C@H]2C(=O)O[C@H](c3ccccc3)[C@H](c3ccccc3)N2[C@H](c2ccc(OCCO)cc2)[C@@]12C(=O)Nc1ccc(C#CC3(O)CCCCCC3)cc12
33 | 4 | COc1ccc(CN(C)C[C@H]2Oc3c(NS(=O)(=O)c4ccccc4)cccc3C(=O)N([C@H](C)CO)C[C@@H]2C)cc1
34 | 14 | COCC(=O)N(C)C[C@H]1Oc2ncc(C#CC3(O)CCCC3)cc2C(=O)N([C@H](C)CO)C[C@@H]1C
35 | -1 | C[C@H]1CN([C@@H](C)CO)C(=O)Cc2cc(NS(=O)(=O)c3ccc(F)cc3)ccc2O[C@H]1CN(C)C(=O)Nc1ccc(F)cc1
36 | -5 | CCCC#Cc1cnc2c(c1)C(=O)N([C@@H](C)CO)C[C@@H](C)[C@@H](CN(C)C(=O)Nc1cccc(F)c1)O2

# Further results follow.
no. | NSD2 inh | canonical_smiles
37 | 7 | C[C@@H]1CN([C@H](C)CO)C(=O)c2cc(NC(=O)c3ccncc3)ccc2O[C@@H](C)CCCCO[C@@H]1CN(C)C(=O)Cc1ccccc1
38 | 3 | COc1ccc(NC(=O)N(C)C[C@H]2Oc3ccc(NC(=O)c4ccncc4)cc3CC(=O)N([C@@H](C)CO)C[C@H]2C)cc1
39 | -6 | COc1ccc(NC(=O)Nc2ccc3c(c2)CC(=O)N([C@H](C)CO)C[C@@H](C)[C@H](CN(C)C(=O)Nc2ccc(OC)cc2)O3)cc1
40 | -13 | C[C@H]1CN([C@@H](C)CO)C(=O)Cc2cc(NC(=O)C3CC3)ccc2O[C@@H]1CN(C)C(=O)NC1CCCCC1
41 | 4 | C[C@@H]1CCCCO[C@@H](CN(C)C(=O)c2ccccc2)[C@@H](C)CN([C@H](C)CO)C(=O)c2cc(NC(=O)CCCCCC(=O)Nc3ccccc3N)ccc2O1
42 | 22 | C[C@@H]1CCCCO[C@@H](CN(C)Cc2ccccc2)[C@@H](C)CN([C@H](C)CO)C(=O)c2cc(N(C)C)ccc2O1
43 | 13 | C[C@@H]1CCCCO[C@@H](CN(C)C(=O)C2CCCCC2)[C@@H](C)CN([C@H](C)CO)C(=O)c2cc(NC(=O)CCC(F)(F)F)ccc2O1
44 | -1 | C[C@@H]1CN([C@H](C)CO)C(=O)c2cc(NC(=O)NC3CCCCC3)ccc2O[C@@H](C)CCCCO[C@@H]1CN(C)C(=O)c1ccncc1
45 | -2 | CC(C)C#Cc1cnc2c(c1)C(=O)N([C@H](C)CO)C[C@@H](C)[C@H](CN(C)C(=O)c1ccccc1)O2
46 | 0 | C[C@H](CO)N1C[C@H](C)[C@@H](CN(C)C(=O)C2CC2)Oc2ncc(-c3ccc(C(=O)N(C)C)cc3)cc2C1=O
47 | -4 | COc1ccccc1-c1ccc2c(c1)O[C@@H](CN(C)Cc1ccc3c(c1)OCO3)[C@H](C)CN([C@@H](C)CO)S2(=O)=O
48 | 5 | C[C@H]1CCCCO[C@H](CN(C)CC2CC2)[C@@H](C)CN([C@@H](C)CO)C(=O)c2cc(NC(=O)CCC(F)(F)F)ccc2O1

# (cont.)
no. | NSD2 inh | canonical_smiles
49 | 5 | C[C@@H]1CCCCO[C@@H](CN(C)Cc2ccc(Cl)c(Cl)c2)[C@@H](C)CN([C@H](C)CO)C(=O)c2cc(NC(=O)NC3CCCCC3)ccc2O1
50 | -1 | CC(C)NC(=O)Nc1ccc2c(c1)C(=O)N([C@H](C)CO)C[C@H](C)[C@@H](CN(C)C(=O)c1ccccc1)OCCCC[C@H](C)O2
51 | 16 | O=C(C[C@@H]1C=C[C@H](NC(=O)C2CCOCC2)[C@@H](CO)O1)NCCc1cscn1
52 | -3 | C[C@@H]1CN([C@H](C)CO)C(=O)c2cccc(NS(=O)(=O)c3cccs3)c2O[C@H]1CN(C)C(=O)Nc1ccc(C(F)(F)F)cc1
53 | 3 | C[C@@H]1CN([C@H](C)CO)C(=O)c2cc(NC(=O)Nc3ccc(F)cc3)ccc2O[C@@H](C)CCCCO[C@H]1CN(C)C(=O)Nc1ccc(F)cc1
54 | -2 | C[C@@H]1CN([C@H](C)CO)C(=O)c2cccc(NC(=O)c3ccc(-c4nccs4)cc3)c2O[C@H]1CN(C)C(=O)Nc1ccc(F)cc1
55 | -4 | CNC[C@H]1OCCCC[C@@H](C)Oc2ccc(NC(=O)C3CCCCC3)cc2C(=O)N([C@H](C)CO)C[C@@H]1C
56 | 1 | N#C/C(=C\c1ccc(C2=CCOc3ccccc32)s1)S(=O)(=O)c1ccccc1
57 | 3 | C[C@@H]1CN([C@@H](C)CO)C(=O)c2cccc(NC(=O)C3CCOCC3)c2O[C@@H]1CN(C)C(=O)NC1CCCCC1
58 | 4 | C[C@@H]1CN([C@H](C)CO)S(=O)(=O)c2ccc(-c3ccccc3)cc2O[C@@H]1CN(C)C(=O)Nc1ccccc1F
59 | -1 | COc1ccc(S(=O)(=O)Nc2ccc3c(c2)C(=O)N([C@H](C)CO)C[C@@H](C)[C@@H](CN(C)S(=O)(=O)c2ccc(Cl)cc2)OCCCC[C@H](C)O3)cc1
60 | 1 | COc1ccc(NC(=O)Nc2ccc3c(c2)C(=O)N([C@@H](C)CO)C[C@H](C)[C@H](CN(C)S(C)(=O)=O)O3)cc1

# (list continues)
no. | NSD2 inh | canonical_smiles
61 | 4 | C[C@@H]1CCCCO[C@@H](CN(C)C(=O)Nc2cccc3ccccc23)[C@H](C)CN([C@H](C)CO)C(=O)c2cc(NC(=O)CCC(F)(F)F)ccc2O1
62 | -16 | C[C@H](CO)N1C[C@H](C)[C@@H](CN(C)CC2CCCCC2)Oc2ccc(NC(=O)CCC(F)(F)F)cc2CC1=O
63 | 2 | CC(C)(O)CCCC(C)(O)c1ccc(C(=O)O)cc1O (centres undefined)
64 | -5 | C[C@@H]1CCCCO[C@H](CN(C)S(=O)(=O)c2ccccc2)[C@H](C)CN([C@@H](C)CO)C(=O)c2cc(NS(=O)(=O)c3ccc(Cl)cc3)ccc2O1
65 | 0 | COC(=O)N(C)C[C@H]1OCc2ccccc2-c2ccccc2C(=O)N([C@H](C)CO)C[C@H]1C
66 | -1 | C[C@H](CO)N1C[C@H](C)[C@@H](CN(C)Cc2ccc(F)cc2)Oc2ncc(C#Cc3cccnc3)cc2C1=O
67 | 0 | Cc1noc(C)c1NC(=O)N(C)C[C@@H]1Oc2ccc(NC(=O)Nc3cccc4ccccc34)cc2CC(=O)N([C@H](C)CO)C[C@H]1C
68 | 1 | C[C@@H]1CN([C@@H](C)CO)C(=O)c2cc(NC(=O)c3ccncc3)ccc2O[C@@H](C)CCCCO[C@H]1CN(C)C(=O)NC1CCCCC1
69 | -3 | C[C@@H]1CN([C@@H](C)CO)C(=O)c2cc(NC(=O)CCCCCC(=O)Nc3ccccc3N)ccc2O[C@@H]1CN(C)C(=O)NC1CCCCC1
70 | -1 | COc1ccc(S(=O)(=O)N(C)C[C@@H]2Oc3ccc(NS(=O)(=O)c4ccccc4)cc3CC(=O)N([C@@H](C)CO)C[C@@H]2C)cc1
71 | 3 | Cc1ccc(S(=O)(=O)N(C)C[C@@H]2Oc3ccc(NC(=O)NC4CCCCC4)cc3C(=O)N([C@@H](C)CO)C[C@H]2C)cc1
72 | -22 | CC(C)NC(=O)Nc1ccc2c(c1)C(=O)N([C@@H](C)CO)C[C@H](C)[C@H](CN(C)S(C)(=O)=O)O2

# Not all compounds are listed (hit frequency here may not be typical).
